ATXN viability – reduces viability in counter-screen for ATXN expression inhibitors | AID 651635 | Potency, µM (doses to about 56.7 µM), usual class: cytotoxic | 400,000 tested, 0.49% active | S2 cells (HEK-293 line with an ATXN2-luciferase reporter) viability, CellTiter-Fluor protease fluorescence, 24 h; further: potency means the concentration at half of the fitted maximal effect; nearly all actives have a fitted effect of over 40% in size
HT1080-NT tox – kills 2HG-producing HT-1080-NT fibrosarcoma cells; Potency, µM (series often up to 46.1 µM), without a hit: at the highest dose activity, negative = less viability, hits mostly cytotoxic; HT-1080-NT fibrosarcoma viability, CellTiter-Glo ATP luminescence, 48 h; AID 686970; 360,000 tested, 1.6% active;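 further: NT is the 2HG producing partner of a matched IDH1 knockdown line; potency means the concentration at half of the fitted maximal effect; 0% = DMSO-treated cells and -100% = media-only wells without cells; nearly all actives have a fitted effect of over 55% in size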
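Read-out is CellTiter-Glo luminescence after 10 minutes at room temperature, following 48 hours' compound treatment of HT-1080-NT cells (750 cells/well, RPMI, 5% FBS, 37 degrees C).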
ATXN2 expr inh – inhibitors of ATXN2 expression | 360,000 tested, 0.72% active | HEK-293 ATXN2-luciferase reporter, luminescence, 24 h | AID 1745845 | Potency, µM (series often up to 57 µM), without a hit: at the highest dose activity change, negative = inhibition, usual class: inhibitors; further: potency means the concentration at half of the fitted maximal effect; on the % scale 0 is the no-effect control and ±100 the full control effect; nearly all actives have a fitted effect of over 55% in size
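ATXN2-luciferase reporter cells (luciferase flanked by upstream and downstream ATXN2 gene portions) were treated 24 h at 37 °C with compounds at up to 57 uM. SteadyGlo luminescence gave expression; GF-AFC fluorescence gave viability.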
MCF10A rerep – DNA re-replication induction in MCF 10a cells; 350,000 tested, 2.9% active; MCF 10A DNA re-replication, Hoechst nuclear intensity, 48 h; Potency, µM (titrated, usually from 46.1 µM), for the others: top-dose activity, positive = re-replication, most hits filed as activators; further: potency means the concentration at half of the fitted maximal effect; % of control where 0% means no effect; nearly all actives have a fitted effect of over 50% in size
KB-V1 cytotox – kills drug-selected multidrug resistant KB-V1 cells | KB-V1 MDR cells viability, CellTiter-Glo, 72 h | 400,000 tested, 3.4% active | AID 1347076 | Potency, µM (titrated, usually from 46.1 µM), for the others: top-dose activity change, negative = cytotoxicity, hits mostly cytotoxic; further: potency means the concentration at half of the fitted maximal effect; on the % scale 0 is the no-effect control and ±100 the full control effect; nearly all actives have a fitted effect of over 60% in size
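Cytotoxicity toward P-gp-expressing KB-V1 cells was determined as loss of CellTiter-Glo luminescence after 72 h at 37 degrees C. Compounds were tested in quantitative HTS format across a concentration range, with curves fitted to normalized data.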
KB-3-1 cytotox – kills parental KB-3-1 adenocarcinoma cells; KB-3-1 viability, CellTiter-Glo ATP luminescence, 72 h; Potency, µM (titrated, usually from 46.1 µM), for the others: at the highest dose activity change, negative = cytotoxic, most hits filed as cytotoxic; 400,000 tested, 1.4% active; AID 1347075; further: potency means the concentration at half of the fitted maximal effect; on the % scale 0 is the no-effect control and ±100 the full control effect; nearly all actives have a fitted effect of over 60% in size
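Cytotoxicity in the drug-sensitive parental line KB-3-1 was scored as loss of CellTiter-Glo luminescence following 72 h incubation with compound. Values come from curve fitting of normalized concentration-response data.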
SW480 rereplic – inducers of DNA re-replication in SW480 colon cancer cells; 340,000 tested, 1.8% active; Potency, µM (series often up to 46.1 µM), inactives show at the top dose re-replication activation, actives largely listed as activators; SW480 DNA re-replication, Hoechst DNA content imaging, 48 h; further: potency means the concentration at half of the fitted maximal effect; % of control where 0% means no effect; nearly all actives have a fitted effect of over 55% in size
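Per well, 250 cells were exposed to pinned compound for 48 hr. Nuclear DNA was visualised with Hoechst (40 min, 37 C) and total object intensity recorded by fluorescence scanning.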
IL-1B inflam inh – inhibitors of inflammasome signaling (IL-1 beta secretion); THP-1 LPS/ATP IL-1B secretion, AlphaLISA, 16 h; active compounds read low; activity change, % at 57.5 µM; 360,000 tested, 4.7% active; AID 743279; in the data active means activity change below about -50%; inconclusive means mostly about -30% to -49%; further: on the % scale 0 is the no-effect control and ±100 the full control effect
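THP-1 cells pretreated 1 hr with compounds (up to 57.5 uM final), then stimulated with LPS (250 ng/mL final) plus ATP (1.25 mM final); secreted IL-1B measured by AlphaLISA after 16 hr, decreased signal indicating inhibition.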
HT1080 IDH1KD tx – toxicity to HT-1080 IDH1 knockdown cells (counter line) | HT-1080 IDH1 knockdown viability, ATP luminescence, 48 h | Potency, µM (top dose mostly 46.1 µM), for inactives: at the top dose activity, negative = toxicity, hits mostly cytotoxic | 360,000 tested, 2% active | AID 686971;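 further: potency means the concentration at half of the fitted maximal effect; 0% = DMSO wells and -100% = cell-free medium wells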
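Assay cells: HT-1080 with IDH1 knockdown, 750 per well, RPMI/5% FBS. Exposure: 48 h at 37 °C following 2 h pre-incubation. Read: CellTiter-Glo luminescence; fitted concentration-response, curve class assigned.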
* marks the source's active call; other numbers are inactive results; i = inactive; ? = inconclusive; / = no result given; [ ] = another dose, or the depositor's remark. Unless noted, the call rests on the fitted dose curve; in most records, active means well fitted curve in the direction sought with a large enough effect; inconclusive means small, poorly fitted or top-dose-only effect, or another doubt; inactive means no such curve, though single readings can be large; an effect the other way counts as inactive or inconclusive. Hits appear at their usual frequency; any-hit rate near 11%.

[1] CN(CC(=O)Nc1ccc(OC(F)(F)F)cc1)C(=O)Cn1c(=O)cnc2ccccc21
[2] COc1ccc(NC(=S)N/C(=N/S(=O)(=O)c2ccc(C)cc2)c2ccccc2)cc1
[3] CCN(CC)c1ccc(S(=O)(=O)Nc2cc(Cl)ccc2Cl)cc1NC(=S)NC(=O)C1CCCC1
[4] Cc1c(NC(=S)NC(=O)C2CCCCC2)c(=O)n(-c2ccccc2)n1C
[5] Oc1ccc(Cl)cc1CNc1nccs1
[6] CC(C)/C=N/Nc1nc2c(c(=O)n(C)c(=O)n2C)n1C
[7] CCCNC(=O)C1(C)CCN(Cc2cc(C(F)(F)F)ccc2Cl)C1 (centres undefined)
[8] C/C(=N\NC(=O)c1nn(C)cc1Br)c1ccncc1
[9] O=S(=O)(CC(CN1CCCCC1)N1CCCCC1)c1ccccc1 (centres undefined)
[10] COc1cc(NC(=O)COc2ccc3c(C)cc(=O)oc3c2C)cc(OC)c1OC
Screen / compound no. | 1 | 2 | 3 | 4 | 5 | 6 | 7 | 8 | 9 | 10
ATXN viability | i | i | i | ? | i | i | i | ? | / | i
HT1080-NT tox | -4% | -7% | ? | 8% | -11% | -3% | 11% | 8% | ? | -1%
ATXN2 expr inh | / | 49%[activator] | -8% | 1% | -4% | -8% | 5% | -7% | / | -12%
MCF10A rerep | 0% | -20% | 12µM* | -5% | 5% | -4% | / | 9% | 6.5µM* | 3%
KB-V1 cytotox | -1% | 7% | -22% | ? | 0% | -8% | 3% | 18% | -14% | -7%
KB-3-1 cytotox | -5% | -4% | 0% | 8% | -20% | -10% | 0% | 2% | -9% | -16%
SW480 rereplic | -5% | -33%[inhibitor] | 7% | -3% | -4% | -6% | / | 2% | ? | ?
IL-1B inflam inh | 15 | 40 | -50* | 7 | 8 | -16 | 40 | -3 | -97* | -2
HT1080 IDH1KD tx | -2% | -11% | ? | 22% | -23% | -2% | 10% | 11% | ? | -1%

[11] CCN1CCN(S(=O)(=O)c2ccc(OC)c(NC(=O)c3ccccc3F)c2)CC1
[12] CN(C)CCn1c2c(c(SCC(=O)Nc3cccc4ccccc34)nc1=O)CCC2
[13] O=C(CCNC(=O)C1CCN(S(=O)(=O)c2ccc(F)cc2)CC1)Nc1nccs1
[14] CN1CCN(c2ccc(C(=O)c3ccccc3)cc2[N+](=O)[O-])CC1
[15] CC(C)(O)C#Cc1ccc(C(=O)Nc2ccc3c(c2)OCO3)s1
[16] COc1ccc(C(C)(O)c2nc(-c3ccc(F)c(Cl)c3)cs2)cc1 (centres undefined)
[17] CCc1ccccc1C1C(=O)c2ccccc2C1=O
[18] CCOC(=O)c1c(NC(=O)COC(=O)c2ccc(Cl)nc2)sc(C(=O)N(C)C)c1C
[19] CCOC(=O)C1=C(C)N=C2SCCC(=O)N2C1c1cccs1 (centres undefined)
[20] CCOC(=O)CNC(=O)C(CO)NC(=O)OCc1ccccc1 (centres undefined)
Screen / compound no. | 11 | 12 | 13 | 14 | 15 | 16 | 17 | 18 | 19 | 20
ATXN viability | i | i | i | i | i | ? | i | i | i | i
HT1080-NT tox | -2% | -17% | -1% | -1% | ? | ? | -1% | 3% | 7% | 1%
ATXN2 expr inh | -4% | 5% | -6% | 32%[activator] | 5% | ? | -25% | 8% | 4% | 3%
MCF10A rerep | 11% | 1% | -2% | ? | 9% | / | 8% | 1% | -2% | -3%
KB-V1 cytotox | -19% | 3% | 24% | -20% | 13% | 5% | -22% | -16% | ? | 11%
KB-3-1 cytotox | 5% | -3% | 1% | -2% | 0% | 0% | -3% | 17% | 22% | 3%
SW480 rereplic | 8% | 9% | ? | -15% | 4% | / | -6% | -1% | -15% | -6%
IL-1B inflam inh | -1 | ? | 3 | -53* | -52* | 29 | -13 | -3 | -5 | 17
HT1080 IDH1KD tx | 0% | -4% | 8% | 24% | 7.3µM* | ? | -2% | 2% | -3% | 11%

[21] COc1ccc(CC(O)CO)cc1OCc1ccccc1 (centres undefined)
[22] CCC(CC)NC(=O)Cn1c(C(C)NC(C)=O)nc2ccccc21 (centres undefined)
[23] COc1ccc(-c2nc(CS(=O)CC(=O)NCc3ccccc3)c(C)o2)cc1OC (centres undefined)
[24] COc1ccc(OC)c(C(c2c(C)[nH][nH]c2=O)c2c(C)[nH][nH]c2=O)c1
[25] COc1cccc(-n2nnnc2SCC(=O)Nc2ccccc2OC)c1
[26] COc1ccc(/C=C(/NC(=O)c2ccc(OC)c(OC)c2)C(=O)NCCCn2ccnc2)cc1
[27] COc1ccc2c(c1)N(C(=O)CSc1n[nH]c(C)n1)C(C)(C)C=C2C
[28] Cn1c(C(=O)OC(C(=O)NC2CCCC2)c2ccncc2)cc2sccc21 (centres undefined)
[29] O=C(c1cccc(C(F)(F)F)c1)N1CCN(S(=O)(=O)c2ccc(Cl)s2)CC1
[30] Cc1cccc(/C=N/NC(=O)c2cc3c(s2)-c2ccccc2CC3)c1
Screen / compound no. | 21 | 22 | 23 | 24 | 25 | 26 | 27 | 28 | 29 | 30
ATXN viability | i | i | i | i | i | i | i | i | ? | i
HT1080-NT tox | -9% | 7% | -6% | -15% | 7% | 8% | 2% | -7% | 6% | ?
ATXN2 expr inh | / | -3% | -1% | 2% | -8% | 3% | -32% | 3% | -3% | -4%
MCF10A rerep | / | -11% | -2% | 4% | 4% | -47% | 0% | 14% | -6% | ?
KB-V1 cytotox | -4% | 25% | 20% | 17% | -6% | ? | 0% | -19% | / | ?
KB-3-1 cytotox | 7% | 2% | ? | 4% | -10% | 1% | 13% | -2% | / | ?
SW480 rereplic | / | -10% | 19% | -2% | -16% | -37%[inhibitor] | -2% | -5% | -4% | ?
IL-1B inflam inh | -16 | 13 | -20 | -8 | -7 | 4 | 23 | -10 | 0 | 0
HT1080 IDH1KD tx | 2% | 8% | -1% | -1% | 1% | 2% | 2% | -25% | 3% | ?

[31] COc1ccc(N2CCN(c3ncnc4onc(-c5ccc(F)cc5)c34)CC2)cc1
[32] CCCCC1CCC(C(=O)N(CC(C)C)c2c(N)n(CCCC)c(=O)[nH]c2=O)CC1 (centres undefined)
[33] O=c1ccc(-c2ccc(S(=O)(=O)N3CCN(c4cccc(Cl)c4)CC3)o2)n[nH]1
[34] O=C(Nc1cc(S(=O)(=O)N2CCOCC2)ccc1Cl)C1CCC1
[35] CCOC(=O)c1c(C2COc3ccccc3O2)csc1NC(=O)c1ccco1 (centres undefined)
[36] CCC(C)[C@H](N)c1cn([C@@H](CCCCN)C(=O)N2CCNCC2)nn1 (some centres undefined)
[37] CCn1c(=O)c2cc(C(=O)Nc3ccc(OC)cc3OC)sc2c2ccccc21
[38] CSCC[C@H](NC(=O)COc1cc2c(c3oc(=O)c(C)c(C)c13)CCC(C)(C)O2)C(=O)O
[39] COc1ccc(CN2C(=O)CCC2(C)c2nnnn2-c2c(C)cccc2C)cc1OC (centres undefined)
[40] CCOc1cc(/C=N/N=C2/NC(=O)C(CC(=O)O)S2)ccc1OCc1ccccc1Cl (centres undefined)
Screen / compound no. | 31 | 32 | 33 | 34 | 35 | 36 | 37 | 38 | 39 | 40
ATXN viability | i | i | i | i | i | i | i | i | i | i
HT1080-NT tox | / | -3% | 12% | 1% | 23% | 2% | 5% | 23% | 8% | -17%
ATXN2 expr inh | 1% | -18% | 1% | -6% | -16% | 0% | -19% | -12% | 0% | 18%
MCF10A rerep | / | 10% | 8% | -2% | -2% | -59%[inhibitor] | ? | ? | / | ?
KB-V1 cytotox | 2% | -15% | 4% | 0% | -21% | -5% | -21% | 20% | -27% | 11%
KB-3-1 cytotox | -15% | -3% | 9% | 17% | -7% | 2% | 5% | 18% | 12% | 2%
SW480 rereplic | / | 1% | -4% | -8% | -2% | 4% | 4% | -5% | / | 19%
IL-1B inflam inh | / | 6 | -1 | 6 | -54* | -2 | -4 | -6 | 0 | 21
HT1080 IDH1KD tx | / | -8% | 14% | 3% | 2% | -1% | 4% | 17% | 2% | -23%

[41] O=C1CC(c2cccs2)CC(O)=C1C=NCCN1CCNCC1 (centres undefined)
[42] CCCN(C(=O)COC(=O)CCC(=O)c1ccccc1)c1c(N)n(Cc2ccccc2)c(=O)[nH]c1=O
[43] CN(C(=O)COC(=O)c1cccc(S(=O)(=O)N2CCCCCC2)c1)c1ccccc1
[44] Oc1ccc(C2=NN(c3ccccc3)C(c3ccc(F)cc3)C2)cc1 (centres undefined)
[45] Cc1cscc1NC(=O)/C=C/C(=O)O
[46] CCN1CCN(c2ccc(S(=O)(=O)N3CCOCC3)cc2NC(=O)c2ccc(C)cc2C)CC1
[47] CCOC(=O)c1cn2nc(Oc3ccc(NC(C)=O)cc3)ccc2n1
[48] CCCc1nnc(NC(=O)CC(=O)Nc2ccccc2C(=O)O)s1
[49] COc1cc(OC)cc(C(=O)N2CCC(N3CCN(c4ccccc4OC)CC3)CC2)c1
Screen / compound no. | 41 | 42 | 43 | 44 | 45 | 46 | 47 | 48 | 49
ATXN viability | i | i | i | i | i | i | i | i | i
HT1080-NT tox | -2% | -10% | -1% | 18µM* | 11% | 5% | -2% | 1% | 12%
ATXN2 expr inh | -7% | / | / | -20% | -5% | 11% | 12% | -24% | 0%
MCF10A rerep | -17% | / | / | 5.8µM* | 5% | 1% | -1% | 9% | 8%
KB-V1 cytotox | 0% | ? | 13% | 7% | -16% | -1% | -10% | ? | 0%
KB-3-1 cytotox | -5% | 3% | 2% | 0% | 14% | -9% | -1% | 14% | 21%
SW480 rereplic | -5% | / | / | 23µM* | -2% | -9% | -5% | -13% | 1%
IL-1B inflam inh | 22 | -24 | 14 | -98* | / | -8 | 42 | 21 | 2
HT1080 IDH1KD tx | -21% | -2% | 0% | 26µM* | 19% | -3% | -1% | 2% | 12%

Screening results: PubChem BioAssay, National Center for Advancing Translational Sciences (NCATS)
